Screening data as filed in PubChem.
OXTR agonist: human OXTR agonism. activation, % at 3 µM. P30559. CHO-OTR cells, Fluo-8 calcium fluorescence; normalized: DMSO 0%, oxytocin 100%. actives 0.32% (n = 320,000);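 active means activation above the mean of all tested compounds plus 3 SD, cutoff set per screening run, cut at about 20% in these data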;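 further: peak over basal fluorescence ratio from a 100 s FLIPR kinetic read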
Target sequence (P30559 whole entry, looked up): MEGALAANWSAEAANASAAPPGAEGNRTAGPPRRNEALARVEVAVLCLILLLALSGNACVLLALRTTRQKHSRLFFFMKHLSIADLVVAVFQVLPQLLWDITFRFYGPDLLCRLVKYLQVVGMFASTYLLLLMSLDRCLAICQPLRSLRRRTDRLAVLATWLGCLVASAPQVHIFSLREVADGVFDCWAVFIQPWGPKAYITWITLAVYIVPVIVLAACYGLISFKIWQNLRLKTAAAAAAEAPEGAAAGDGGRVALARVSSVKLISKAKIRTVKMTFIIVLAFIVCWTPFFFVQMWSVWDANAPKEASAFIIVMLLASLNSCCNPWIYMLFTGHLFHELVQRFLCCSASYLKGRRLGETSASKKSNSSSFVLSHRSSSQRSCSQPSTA
V1R ag counter: activates human V1a receptor in oxytocin agonist counter-screen. AID 2797. P37288. actives 0.25% (n = 320,000). CHO-V1R cells, Fluo-8 calcium fluorescence, agonist mode; 0% DMSO, 100% 3 nM vasopressin. activation, % at 3 µM;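 active means activation above the mean activation of all tested compounds plus 3 SD, per screening run, cut at about 20% in these data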;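 further: signal is peak over basal fluorescence ratio across a 100 second FLIPR read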
Target sequence (P37288 whole entry, looked up): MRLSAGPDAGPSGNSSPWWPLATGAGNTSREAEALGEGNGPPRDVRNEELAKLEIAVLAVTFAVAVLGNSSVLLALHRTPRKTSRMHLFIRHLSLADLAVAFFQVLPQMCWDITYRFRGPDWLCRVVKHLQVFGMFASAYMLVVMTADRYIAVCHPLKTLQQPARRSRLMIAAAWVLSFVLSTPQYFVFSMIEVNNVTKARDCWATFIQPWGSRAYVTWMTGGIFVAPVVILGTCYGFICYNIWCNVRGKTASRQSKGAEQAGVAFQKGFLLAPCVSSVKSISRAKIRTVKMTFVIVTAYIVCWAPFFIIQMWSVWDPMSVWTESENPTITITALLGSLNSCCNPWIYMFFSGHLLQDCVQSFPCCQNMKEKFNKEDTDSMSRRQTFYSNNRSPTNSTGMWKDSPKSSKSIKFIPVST
GPR7 antagonist: antagonists of human GPR7 (neuropeptides B/W receptor 1); P48145; GPR7-expressing cells, fluorescence antagonist assay; inhibition, % at 4.4 µM; actives 1.1% (n = 290,000); AID 1861; in the data active means inhibition above about 16%, passing the limit was not always enough;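 further: cells stimulated with the agonist NPW; 0% = agonist with vehicle and 100% = vehicle without agonist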
CHO-K1 Ca antag: counter-screen for M1 antagonists: effect in parental CHO-K1 cells; ATP-induced calcium, Fluo-8 fluorescence; inhibition, % at 3 µM; actives 0.6% (n = 360,000);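 active means inhibition above a per-plate cutoff, the plate's mean sample inhibition plus 3 SD, cut at about 24% in these data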;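 further: 0% = DMSO plus EC80 ATP and 100% = DMSO alone without ATP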
CHO parental Ca: counter-screen for OX1R antagonists: effect in parental CHO cells; parental CHO-K1, ATP-induced calcium, Fluo-8 fluorescence; inhibition, % at 5.6 µM; actives 0.63% (n = 330,000); AID 463079;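 active means inhibition above that plate's mean sample inhibition plus 3 SD, cut at about 26% in these data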;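 further: 0% = ATP-challenged DMSO wells and 100% = DMSO wells without ATP; some compounds past the cut are filed as inactive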
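material = parental CHO cells | also added = ATP as calcium-mobilizing challenge | dosing = single point at 5.6 µM | detection = intracellular calcium via Fluo-8 no-wash fluorescent dye | read-out = % inhibition | benchmarks = low control ATP plus DMSO, high control DMSO only | repeats = one well per compound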
M1 ag parental: counter-screen for M1 agonists: effect in parental CHO-K1 cells. activation, % at 3 µM. actives 0.48% (n = 360,000). Fluo-8 calcium fluorescence; scaled to maximal ATP response, vehicle zero. AID 602248; in the data active means activation above about 15%;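 further: untransfected CHO-K1 host cells lacking M1 receptor as counterscreen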
OXTR potentiate: potentiators of human oxytocin receptor; activation, % at 3 µM; actives 0.061% (n = 320,000); CHO-OTR cells, Fluo-8 calcium fluorescence, potentiator mode; 0% = oxytocin EC15, 100% = EC100;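 active means activation above that plate's cutoff, the mean activation of tested compounds plus 3 SD, cut at about 6.6% in these data, passing the limit was not always enough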;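 further: 100% uses oxytocin at 75 nM as the full agonist control; some results filed as inactive read as strong as hits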
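Material: CHO-OTR cells, human receptor; compound dosing: single dose, 3.0 µM nominal final compound concentration; schedule: 6 min compound pre-incubation at room temperature, 100 s kinetic read; measured by: kinetic Fluo-8 calcium fluorescence; read-out basis: % activation vs EC15 and EC100 oxytocin; controls: EC15 oxytocin alone as 0%, 75 nM oxytocin as 100%; replicates: singlicate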
TAAR1 antag: human TAAR1 antagonism. Q96RJ0. CHO RD-HGA16 TAAR1, Fluo-8 calcium fluorescence, antagonist. inhibition, % at 3 µM. actives 1.5% (n = 360,000). AID 624466;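 active means inhibition above a per-plate cutoff, the mean inhibition of test compounds on that plate plus 3 SD, cut at about 49% in these data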;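 further: 0% = DMSO plus EC80 beta-PEA response and 100% = DMSO alone without agonist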
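Test system: RD-HGA16 CHO cells with stable hTAAR1 and Gα16 / Probe or stimulus: EC80 β-phenethylamine stimulus / Times: seeding 17-24 h prior, 75-min 37 °C, 30-min RT dye loading / Detection: Fluo-8 calcium-sensitive fluorescence / Read-out basis: % inhibition scaled between DMSO and EC80 PEA controls / Repeats: singlicate, one well per test compound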
CHO-K1 Ca PAM: nonselective activator or artifact in parental CHO-K1 calcium assay; ATP EC20, Fluo-8 calcium fluorescence; 0% at ATP EC20, 100% at ATP max; activation, % at 3 µM; actives 0.02% (n = 360,000);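 active means activation above the run cutoff, the mean activation of all test compounds plus 3 SD, cut at about 40% in these data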;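 further: peak over basal fluorescence ratio in a 140 s read after ATP addition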
* marks the source's active call; other numbers are inactive results; . = not tested or not shown.

The line under a structure holds: OXTR agonist	V1R ag counter	GPR7 antagonist	CHO-K1 Ca antag	CHO parental Ca	M1 ag parental	OXTR potentiate	TAAR1 antag	CHO-K1 Ca PAM
> CC(C(=O)OCC(=O)c1ccc(Br)cc1)N1C(=O)C2C3C=CC(C3)C2C1=O (stereo not drawn)
→ 3.5	4.6	-3	-17	-20	2.4	-19	2	5
> CCn1nc(C)cc1Nc1ccccc1
→ -0.7	-0.7	1	-6	-2	0.5	-3	7	20
> Cc1cccc(OCCOCCN2CCNCC2)c1C
→ 1.6	0.7	0	2	-17	-0.2	-5	-17	-7
> Cc1cc(NC(=O)CCCn2cnc([N+](=O)[O-])n2)no1
→ 0.2	0.9	-1	-10	0	1.0	-4	-6	17
> O=C(Nc1nccs1)C1CCCN(S(=O)(=O)c2cccnc2)C1 (stereo not drawn)
→ 1.3	0.9	12	4	6	0.2	-1	1	3
> O=C(CCCc1nc(-c2ccccc2Cl)no1)NC1CCCCC1
→ 0.2	2.3	-4	-3	-24	2.3	-11	-20	9
> O=C(COC(=O)CC1CC2CCC1C2)Nc1ccccc1[N+](=O)[O-] (stereo not drawn)
→ -1.9	-0.4	.	-8	-17	-0.2	-5	13	-13
> CCCCN(CC)CCNC(=O)Cn1cnc2sc(C)c(S(=O)(=O)N3CCOCC3)c2c1=O
→ 0.4	1.4	3	-7	2	0.7	-2	-15	13
> COc1cc(N/N=C(\C)c2ccc(O)c(C)c2)nc(-c2ccccc2)n1
→ 0.4	0.6	-7	1	-17	0.3	-3	-9	-11
> Nc1ncc(-c2ccc([N+](=O)[O-])cc2)cn1
→ 0.2	-0.1	-12	4	-11	0.1	-6	1	-10
> CC(=O)Oc1oc(-c2ccccc2)nc1C=Nc1ccccc1
→ 0.0	1.7	2	-5	-10	0.5	-5	8	15
> FC(F)(F)c1ccc(/C=N/N2CCN(Cc3cccc4ccccc34)CC2)cc1
→ -0.7	-0.2	11	-3	-4	-0.4	0	-5	-3
> CC(=O)Nc1ccc(NC(=O)c2ccc(NS(=O)(=O)c3cc(C(C)(C)C)cc(C)c3C)cc2)cc1
→ 0.5	1.0	-11	0	-3	0.1	-2	12	24
> O=C(Nc1nc2c(F)cccc2s1)C1CC1
→ -1.8	0.3	29*	8	3	3.1	0	-12	11
> COc1ccccc1-c1sc2ccccc2c1-c1ccc(C(C)=O)cc1
→ -1.1	0.5	-4	3	-33	-0.8	-8	.	-21
> CCC(C)n1ncn(-c2ccc(N3CCN(c4ccc(OC)cc4)CC3)cc2)c1=O (stereo not drawn)
→ 3.7	5.5	-1	2	-12	1.7	-14	4	0
> Cc1nc(C)n(C(C)CNC(=O)c2ccco2)n1 (stereo not drawn)
→ .	.	-4	-15	.	0.8	.	-7	26
> CC1CCCC(C)N1C(=O)COC(=O)c1ccc2c(c1)OCO2 (stereo not drawn)
→ -0.4	-0.7	-3	-5	10	0.2	-18	1	10
> Cn1cc(Cl)c(C(=O)NNC(=S)NC2CCCCC2)n1
→ 1.2	0.5	-8	1	5	0.1	-6	3	11
> Cc1ccccc1C(=O)NC1CCN(CC(=O)Nc2ccc3c(c2)OCO3)CC1
→ -0.9	-0.5	-4	-9	-10	0.0	-10	0	2
> CCCCC(CCC(=O)Nc1nccs1)C(=O)O (stereo not drawn)
→ 1.0	0.5	-12	-12	-4	1.2	-6	7	26
> C/C(=N\NC(=O)CCC(=O)NCc1ccccc1)c1ccco1
→ .	.	-3	-10	.	0.2	.	-11	15
> O=C(Cn1cnc2ccccc21)Nc1cccc(S(=O)(=O)N2CCCC2)c1
→ 0.3	-0.8	.	10	-5	0.5	0	.	-23
> C/C(=N\NC(=O)C1CC1(c1ccccc1)c1ccccc1)c1cccc([N+](=O)[O-])c1 (stereo not drawn)
→ -1.1	1.0	-5	-3	0	-0.2	-10	-18	-8
> COc1ccc(N2CCN(S(=O)(=O)CC34CCC(CC3=O)C4(C)C)CC2)cc1 (stereo not drawn)
→ -0.1	2.1	-7	16	-14	1.0	-3	-47	-21
> CC(=O)c1sc(N/N=C\c2ccc(N(C)C)cc2)nc1C
→ -0.8	1.4	-6	10	-16	0.6	3	-1	-16
> COC(=O)c1cccc(NC(=O)/C(=C\c2ccccc2)NC(=O)c2ccccc2Cl)c1
→ 3.5	2.3	1	-15	-18	6.7	-5	46	4
> CCCNS(=O)(=O)c1ccc(OCC(=O)NCc2ccc3c(c2)OCO3)cc1
→ -1.1	0.5	-3	-9	-4	0.4	-9	-11	2
> COC(=O)Cc1c(C)c2ccc(OC3CCCCC3=O)c(C)c2oc1=O (stereo not drawn)
→ 12	7.3	4	6	7	12	-9	11	1
> Cc1cccc(N(CC(=O)NC2CCCCC2)C(=O)CCC(=O)Nc2ccccn2)c1
→ 0.6	1.1	.	.	-24	.	-4	.	.

Other results:
The line under a structure holds: OXTR agonist	V1R ag counter	GPR7 antagonist	CHO-K1 Ca antag	CHO parental Ca	M1 ag parental	OXTR potentiate	TAAR1 antag	CHO-K1 Ca PAM
> Cc1cc(C)cc(NC(=O)C2C3C=CC4(O3)C2C(=O)N(CCN2CCCCC2)C4C(=O)NC2CCCCC2)c1 (stereo not drawn)
→ -0.2	0.4	5	-10	-3	0.1	-1	-8	9
> Cc1nc2c(=O)n(-c3cccc(C(F)(F)F)c3)nc(C)c2s1
→ -0.7	0.1	-10	8	-10	0.1	0	5	-11
> CCOCC(=O)OCC(=O)Nc1cc(OC)c([N+](=O)[O-])cc1C
→ -0.1	1.9	-2	-2	18	0.1	-9	-8	0
> COCc1cc(=O)n2c([nH]c3ccccc32)c1C#N
→ -0.9	0.2	1	0	-5	0.0	1	-1	-12
> O=C(OCCN=C1NS(=O)(=O)c2ccccc21)c1ccccc1
→ 2.2	2.3	-8	13	10	0.5	-12	-6	0
> CCCc1cnc(NCCNCC(O)COc2ccc(Cl)c(Cl)c2)nc1 (stereo not drawn)
→ 7.3	12	23*	-7	4	6.1	-13	-16	14
> COc1cc(/C=C2/C(=O)N(c3ccc(Br)cc3)N=C2C)cc(OC)c1OC
→ .	.	-8	-11	.	7.1	.	.	6
> COCCN1C(=O)N[C@@H](c2ccc(Br)cc2)C(C(=O)OC)=C1C
→ -2.1	0.2	-4	.	-19	.	-12	.	.
> CCCNC(=O)c1cc2c(c(-c3cccc(-c4ccccc4F)c3)n1)[C@@H](CCO)N(C(=O)CC1CC1)C2
→ .	.	.	-9	.	4.5	.	33	21
> CC(C)n1nnnc1C1c2ccccc2C(=O)N1CCc1c[nH]c2ccccc12 (stereo not drawn)
→ .	.	.	-18	.	3.2	.	2	2
> CCCCCOC(=O)C1=C(C)NC(=O)NC1c1ccc([N+](=O)[O-])cc1 (stereo not drawn)
→ -1.8	-1.3	-11	-11	-22	-0.2	-7	-23	15
> Cc1ccc(S(=O)(=O)N2CCN(C)CC2)c(C)c1
→ 0.0	0.2	7	-9	-1	0.5	5	6	16
> CCO[C@@H]1OC(C(=O)Nc2ccccc2)=C[C@H](c2ccccc2)[C@H]1CCCO
→ -0.4	1.5	-7	-3	-17	1.3	-5	1	0
> O=c1[nH]cn[nH]1
→ 1.2	-0.1	-6	-8	-3	0.8	2	-5	13
> CCn1ncc(N(C)N)c(Cl)c1=O
→ 0.6	0.2	2	2	1	-0.3	-3	22	5
> CCOC(=O)c1nnc(-c2ccccc2)o1
→ 1.2	0.4	-5	22	-9	-0.2	2	-2	-9
> O=C(c1ccccc1)N1CCN(C(=O)c2ccc3c(c2)OCCO3)CC1
→ 0.1	0.6	-6	-16	-3	0.4	3	-12	8
> Cc1cc2oc(=O)cc(CN3CCN(Cc4ccccc4)CC3)c2cc1Cl
→ 0.2	0.0	2	-5	-10	-0.2	0	10	20
> CCN(CC)c1ccc(C=Nc2cccnc2Cl)c(O)c1
→ -0.2	0.0	-17	-4	-5	4.5	-1	-30	10
> CCSc1nc2n(n1)C(c1cccc(F)c1)C1=C(CCCC1=O)N2 (stereo not drawn)
→ -0.2	-0.4	-5	3	-2	1.0	2	-1	6
> COCCNC(=O)[C@@H]1CCCN1C(=O)C1CCN(S(=O)(=O)c2ccc(C)cc2)CC1
→ -1.2	-1.1	-15	-15	-5	1.1	-11	-8	9
> COc1ccc(OCC(=O)N2CCN(C(=O)COc3ccc(Br)cc3)CC2)cc1
→ 0.1	1.5	9	0	5	1.6	1	0	17
> CCOc1ccc(C(Nc2ccc(C)cc2)P2(=O)OCCC(C)O2)cc1 (stereo not drawn)
→ 0.6	0.9	-1	-17	-16	1.1	-14	-10	18
> Cc1ccc(N2C(N)=C(C#N)C(c3cccs3)C3=C2CC(C)(C)CC3=O)cc1 (stereo not drawn)
→ 13	12	-6	-8	-34	1.0	-8	-12	28
> COC(=O)c1ccc(C2C(C(C)=O)=C(C)Nc3ncnn32)cc1 (stereo not drawn)
→ 1.8	0.5	-7	-13	-2	1.0	-3	-29	11
> CC(C)(CO)Nc1nc(Cl)nc(NC2CCCCC2)n1
→ -3.2	-0.5	-14	5	-10	0.0	-1	-26	-12
> Cc1ccc(N2CC(C(=O)Nc3ccccc3N3CCCC3)CC2=O)cc1 (stereo not drawn)
→ -0.1	0.1	-9	-5	-17	1.7	-4	-15	14
